Screening data: PubChem, The Scripps Research Institute Molecular Screening Center
TCR CD3 inh: blocks the human TCR-CD3 interaction. TAMRA-labeled TCR probe fluorescence, biochemical. inhibition, % at 9.4 µM. 0.37% of 360,000 active. AID 651800; in the data active = inhibition above about 19%;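 note: recombinant mutant TCR 2C K166C tagged with TAMRA read by polarization; 0% = receptor in buffer alone and 100% = receptor with positive control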
TDP2 inh: TDP2 (human) inhibition, absorbance primary screen; recombinant TDP2, T5PNP hydrolysis, p-nitrophenol absorbance 415 nm; inhibition, % at 12.8 µM; 0.34% of 370,000 active;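 active = inhibition above the mean of all tested compounds plus 3 SD, set per campaign, cut at about 25% in these data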;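 note: 0% = DMSO with enzyme and 100% = buffer with substrate but no TDP2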
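Test system: human TDP2 enzyme; Input: 120 nM TDP2 per well; Buffer or medium: Mg2+-containing Tris-HCl buffer, pH 7.5; Reagent: 5 mM T5PNP; Dosing: 12.8 µM single point, 1% DMSO; Incubation: reaction 2 h, 37 °C; Detection: p-Nitrophenol epi absorbance; Read-out: % inhibition relative to enzyme-containing and enzyme-free wells; Replicates: single well per compound.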
UHRF1 MBD2 ctr: UHRF1 methyl-DNA binding inhibition; Q96T88; UHRF1 binding to methylated oligo, TR-FRET; inhibition, % at 4.4 µM; 0.75% of 370,000 active; AID 687016; in the data active = inhibition above about 21%;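 note: UHRF1 SRA domain binding a hemimethylated CpG hairpin DNA probe; 0% = median of test compound wells and 100% = reference inhibitor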
SIAE primary: blocks human sialic acid acetylesterase | 0.69% of 370,000 active | SIAE FP-Rh probe binding, fluorescence polarization | inhibition, % at 9.66 µM;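 active = inhibition above a cutoff: mean of compounds within the control limits plus 3 SD of those, cut at about 17% in these data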;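 note: 0% = plate median of compound wells and 100% = probe without SIAE protein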
PRMT1 inh: PRMT1 (human) inhibition, primary screen; Q99873; recombinant PRMT1, activity-based probe fluorescence polarization; inhibition, % at 2.79 µM; 1.3% of 370,000 active; AID 652257;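 active = inhibition above about 21% made by adding two undisclosed values, limit read from the data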
Tn6 DDE FP: inhibitors of Tn6 peptide binding to human fibrin DD(E); P02675; Fibrin DD(E) TRITC-Tn6 fluorescence polarization displacement; inhibition, % at 8.3 µM; 0.21% of 370,000 active;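 active = inhibition above a per-campaign cutoff: mean of compounds within control limits plus 3 SD, cut at about 15% in these data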;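 note: 0% = median of all compound wells on the plate and 100% = blocking peptide control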
Target sequence (P02675 whole entry, looked up): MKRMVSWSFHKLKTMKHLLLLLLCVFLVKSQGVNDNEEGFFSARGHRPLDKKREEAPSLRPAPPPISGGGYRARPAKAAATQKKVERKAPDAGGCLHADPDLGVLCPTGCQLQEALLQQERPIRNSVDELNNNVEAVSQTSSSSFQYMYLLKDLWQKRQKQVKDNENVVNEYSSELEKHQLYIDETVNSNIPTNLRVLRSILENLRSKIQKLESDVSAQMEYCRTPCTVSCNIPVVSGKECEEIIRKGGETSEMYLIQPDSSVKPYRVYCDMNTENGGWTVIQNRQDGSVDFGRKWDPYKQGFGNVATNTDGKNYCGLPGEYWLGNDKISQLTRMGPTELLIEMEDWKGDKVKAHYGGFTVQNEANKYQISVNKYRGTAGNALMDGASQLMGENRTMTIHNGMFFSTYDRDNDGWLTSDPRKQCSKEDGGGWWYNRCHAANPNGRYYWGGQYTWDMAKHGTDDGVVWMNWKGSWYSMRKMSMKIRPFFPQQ
LEDGF integ inh: blocks HIV-1 LEDGF/p75-dependent DNA integration. inhibition, % at 3.7 µM. TR-FRET IN-LEDGF/p75 DNA integration, Eu/Cy5. 0.64% of 370,000 active;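 active = inhibition above the screen-wide mean plus 3 SD, cut at about 13% in these data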;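 note: signal is the Cy5 over europium emission ratio at 671 and 618 nm; 0% = plate median of compound wells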
KLK7 zymogen act: activates the human kallikrein-7 zymogen | P49862 | purified proKLK7, EDANS-DABCYL substrate fluorescence; 100% is mature enzyme control, 0% vehicle | activation, % at 7 µM | 0.9% of 370,000 active | AID 652039;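 active = activation above the mean of all tested compounds plus 3 SD, computed per campaign excluding outliers beyond control limits, cut at about 13% in these data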
Tn7 DDE FP: disrupts Tn7 cyclic peptide binding to fibrin D-Dimer-E complex; P02675; FP displacement of FITC-Tn7 peptide from fibrin DD(E); 0% = median of compound wells per plate; inhibition, % at 8.3 µM; 0.13% of 370,000 active; AID 720508;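 active = inhibition above the mean of compounds falling within the control limits plus 3 SD of them, cut at about 14% in these data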;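 note: 0% = plate median of compound wells and 100% = 10 µM Aha-Tn7 peptide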
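Assay system: Human clot-derived fibrin DD(E) complex | Buffer or medium: Tris/NaCl/CaCl2 buffer, pH 7.8 | Repeats: One replicate per compound | Benchmarks: Aha-Tn7 high control | Measure: % inhibition scaled between sample-field median and high-control FP | Schedule: 10 min plus 3 h, room temperature | Signal: Fluorescence polarization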
MBD2 DNA inh: MBD2-methylated oligo binding inhibition | inhibition, % at 4.4 µM | 0.31% of 370,000 active | TR-FRET, MBD2 binding to methylated oligonucleotide; in the data active = inhibition above about 13%
Target sequence (Q9UBB5 whole entry, looked up): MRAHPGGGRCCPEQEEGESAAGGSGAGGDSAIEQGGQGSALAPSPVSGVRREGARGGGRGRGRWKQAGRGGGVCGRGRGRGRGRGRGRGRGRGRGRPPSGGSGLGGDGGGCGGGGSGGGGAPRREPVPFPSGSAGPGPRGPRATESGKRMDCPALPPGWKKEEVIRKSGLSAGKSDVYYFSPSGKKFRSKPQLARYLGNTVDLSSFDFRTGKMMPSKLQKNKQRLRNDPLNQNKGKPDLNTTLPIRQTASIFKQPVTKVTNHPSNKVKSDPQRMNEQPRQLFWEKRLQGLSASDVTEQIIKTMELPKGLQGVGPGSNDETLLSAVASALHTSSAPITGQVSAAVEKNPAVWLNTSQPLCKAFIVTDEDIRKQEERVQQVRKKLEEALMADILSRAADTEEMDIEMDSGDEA
An asterisk follows results filed as active; nt = no result given.

SMILES	TCR CD3 inh	TDP2 inh	UHRF1 MBD2 ctr	SIAE primary	PRMT1 inh	Tn6 DDE FP	LEDGF integ inh	KLK7 zymogen act	Tn7 DDE FP	MBD2 DNA inh
Cc1ccccc1CN1[C@@H](CC2CCCCC2)COCCS1(=O)=O	1	-1	6	5	-1	7	3	0.4	1	1
CCC(=O)Oc1oc(-c2ccccc2)nc1C=Nc1ccccc1OC	-8	-4	4	2	4	-5	-4	-0.3	-4	3
c1ccc(CCCNc2ncccn2)cc1	6	1	3	1	0	2	0	0.3	-5	4
O=[N+]([O-])c1cccc(/C=N/Nc2nnc(-c3ccccc3)c(-c3ccccc3)n2)c1	9	-20	-2	-7	-5	-8	6	0.0	3	-7
O=C(NCC1COc2ccccc2O1)c1ccc(NC(=O)c2c(Cl)cccc2Cl)cc1 (centres undefined)	nt	11	-1	-20	-3	-1	1	-0.4	2	-4
CCOc1ccc(Cl)cc1S(=O)(=O)N1CCN(c2ccc(F)cc2)CC1	3	12	-1	5	1	0	-1	-0.1	1	-5
COc1ccc(-c2csc(N3C(=O)CNC3=S)n2)cc1	8	2	1	4	0	2	3	0.1	-6	-5
CC(OC(=O)CNC(=O)c1ccc(Cl)c([N+](=O)[O-])c1)C(=O)NC1CCCCC1C (centres undefined)	4	3	0	5	-1	-7	0	0.1	1	2
COc1ccc(CCNC(=O)CSc2nnc3c(n2)[nH]c2ccc(F)cc23)cc1OC	12	11	0	5	2	-5	-2	-0.1	-3	1
NC1=NC[C@@H](Cc2ccc(O)cc2)N1CC1CCCCC1	1	7	-2	11	-3	1	-1	-0.2	2	0
CCN1CCN(CCCNC(=O)c2ccc3c(c2)NC(=O)/C(=C\c2cccc(C)c2)S3)CC1	-2	-3	10	-9	3	-11	-5	-1.2	0	3
O=C(CN(Cc1ccc(F)cc1)C(=O)c1csnn1)NCc1ccccc1	-4	-4	-2	2	-3	0	1	-0.4	-5	4
O=C(NCc1ccccc1F)C1C2C=CC3(CN(Cc4ccccc4)C(=O)C13)O2 (centres undefined)	nt	-7	0	-5	3	2	-3	-0.2	-7	-2
O=C(COC(=O)COc1cccc(C(F)(F)F)c1)Nc1ccc(N2CCOCC2)cc1	5	-2	0	1	-1	7	1	0.1	-1	-3
O=C(NCc1ccccc1)C(c1ccncc1)N(C(=O)c1csnn1)c1ccccc1F (centres undefined)	3	-8	0	0	-4	8	-3	0.5	-5	-2
Cn1c(CCN2CCCCC2)nc2cc(NC(=O)Nc3ccccc3)ccc21	6	4	1	-4	2	0	-1	1.1	-2	-4
COCCCNCCCCOc1ccccc1-c1ccccc1	5	5	-1	-3	-1	-6	-1	-0.2	4	-3
CN1C2=N[C@@H](c3ccc4ccccc4c3)CC(=O)N2/C(=C\c2ccccc2)[C@H]1c1ccccc1	nt	-2	28*	-2	18	-1	2	nt	-2	14*
O=C(Nc1cccnc1)c1ccc(Br)s1	-1	12	0	-3	-1	-8	-1	-0.4	2	0
COc1cc2ncnc(NCc3ccccc3Cl)c2cc1OC	14	2	-1	-3	-1	-3	-4	-0.2	2	0
CC(C)CC(=O)Nc1ccc(C(=O)COC(=O)Cc2n[nH]c(=O)c3ccccc23)cc1	-3	2	-1	1	-1	-1	1	5.5	3	6
Cc1ccc(OCc2csc(N)n2)cc1	-1	-10	3	2	3	1	-5	-0.3	-7	-3
CCn1nnc2cc(C(=O)Nc3cc(Cl)ccc3C)ccc21	-10	0	-1	-9	2	12	0	-0.8	3	-6
COc1cc(C(C(=O)NCc2ccccc2)N(Cc2ccco2)C(=O)c2cnccn2)cc(OC)c1OC (centres undefined)	1	-8	3	-10	-1	-4	3	-0.2	0	1
COc1ccc(CCn2c(=N)c(C(=O)NC3CCCC3)cc3c(=O)n4ccccc4nc32)cc1OC	0	8	-3	2	1	0	0	0.1	3	-2
(list continues)
SMILES	TCR CD3 inh	TDP2 inh	UHRF1 MBD2 ctr	SIAE primary	PRMT1 inh	Tn6 DDE FP	LEDGF integ inh	KLK7 zymogen act	Tn7 DDE FP	MBD2 DNA inh
CC1(C)C(=O)Nc2ccccc2N1C(=O)COC(=O)c1cc(Cl)cc(Cl)c1	-2	0	3	1	15	3	0	0.4	-1	9
O=c1[nH]oc2cc(Cl)ccc12	-4	-6	1	-4	3	2	-4	0.6	4	6
Cn1cc(Cl)c(C(=O)Nc2nccs2)n1	-4	15	-1	-6	0	-1	-2	-0.7	1	-2
C[C@@H]1CN([C@@H](C)CO)C(=O)CCCn2nncc2CO[C@H]1CN(C)C(=O)c1ccccc1	-7	2	0	7	0	-2	-2	0.3	-8	0
CCCCc1ncc(CN2CCC(n3nccc3NC(=O)c3ccccc3OC)CC2)[nH]1	14	-15	1	-1	-2	2	1	0.0	-8	4
CCOc1ccc(S(=O)(=O)N(C)c2ccc(OCC(=O)Nc3nccs3)cc2)cc1	-1	5	0	-2	4	1	-7	0.5	6	-1
Cc1cc(C=O)c(C)c2c1[nH]c1ccccc12	1	2	0	-6	-1	0	-2	-4.0	5	1
CC12CCC(=O)N1C(C(=O)Nc1nc3ccccc3s1)CS2 (centres undefined)	0	0	1	4	-1	3	-3	0.7	-2	7
O=C(NCCN1C(=O)C2C3C=CC(C3)C2C1=O)Nc1ccccn1 (centres undefined)	8	-6	2	0	-1	4	-2	0.4	1	-3
C=CCn1c(C)cc(C(=O)COC(=O)c2n[nH]c(=O)c3ccccc23)c1C	0	-4	0	3	-2	0	0	0.1	-5	-2
CCN(C(=O)COC(=O)CCS(=O)(=O)c1ccccc1)c1c(N)n(Cc2ccccc2)c(=O)[nH]c1=O	-3	2	-2	4	2	1	-4	0.0	-3	-2
Cn1c(SCc2ccc(C#N)cc2)nnc1-c1ccccc1	6	8	0	0	-2	3	-1	-0.5	-5	-1
O=C(N/N=C/c1c[nH]c2ccccc12)c1ccn(Cc2ccc(Cl)cc2)n1	3	6	-3	5	2	-3	-3	0.2	8	-5
CC(NC(=O)c1ccc(Cl)c(S(=O)(=O)N2CCCCCC2)c1)c1cccnc1 (centres undefined)	2	8	0	-1	0	2	0	0.2	2	4
COc1ccccc1CNC(=O)C(=O)NCCC1CCCCN1S(=O)(=O)c1cccs1 (centres undefined)	-5	11	-2	-3	-1	3	-3	0.9	-7	2
Cn1c(SCC(=O)N2CCCc3ccccc32)nc2ccccc2c1=O	-1	5	0	2	0	-6	-1	-0.1	2	1
CN(C)c1ccc(NC(=O)CN2CCC(O)(c3ccccc3)CC2)cc1	4	8	1	0	-1	-6	0	0.3	-5	0
CC(C)C[C@@H](CC#N)N1CCN(CCc2ccccc2)CCC1=O	0	-4	1	-2	-2	-10	-1	-0.1	-2	0
CC(C)C(NC(=O)c1ccc(C(C)(C)C)cc1)C(=O)N1CCCC1 (centres undefined)	-2	-4	1	4	4	4	-2	0.2	-5	4
O=C(O)C1CCC(CNS(=O)(=O)c2ccc(Cl)cc2)CC1 (centres undefined)	6	-15	4	-4	-4	1	3	0.3	3	1
Cn1c(=O)c2c(nc(SCC(=O)NCc3ccc4c(c3)OCO4)n2Cc2ccccc2)n(C)c1=O	-1	-6	3	-5	-2	-2	2	0.1	2	-2
CCOC(=O)c1sc(NC(=O)CSc2nc3c(c(=O)n2-c2ccc(C)cc2)SCC3)c(C(=O)OCC)c1C	-5	-9	1	-5	-2	-4	2	-0.1	-5	2
O=C(C1=C(O)C(=O)N(CCN2CCOCC2)C1c1cccc(F)c1)c1cc2ccccc2o1 (centres undefined)	0	1	-6	1	1	2	3	-0.4	1	0
Cc1ccc(N2C(=O)N(CC(=O)Nc3c(C)cc(C)cc3Cl)C(=O)C2C)cc1 (centres undefined)	-4	-12	5	-1	-3	-8	0	0.5	-7	0
Cc1cc(C(=O)CSc2nnc(-c3cccnc3)n2-c2ccccc2)c(C)n1CC1CCCO1 (centres undefined)	-2	-8	-2	3	-1	2	0	0.3	-7	7

Rewritten field by field: part of the list above
SMILES: Cn1cc(Cl)c(C(=O)Nc2nccs2)n1
  TCR CD3 inh: -4
  TDP2 inh: 15
  UHRF1 MBD2 ctr: -1
  SIAE primary: -6
  PRMT1 inh: 0
  Tn6 DDE FP: -1
  LEDGF integ inh: -2
  KLK7 zymogen act: -0.7
  Tn7 DDE FP: 1
  MBD2 DNA inh: -2

SMILES: Cn1c(SCC(=O)N2CCCc3ccccc32)nc2ccccc2c1=O
  TCR CD3 inh: -1
  TDP2 inh: 5
  UHRF1 MBD2 ctr: 0
  SIAE primary: 2
  PRMT1 inh: 0
  Tn6 DDE FP: -6
  LEDGF integ inh: -1
  KLK7 zymogen act: -0.1
  Tn7 DDE FP: 2
  MBD2 DNA inh: 1

Additional structures.
SMILES	TCR CD3 inh	TDP2 inh	UHRF1 MBD2 ctr	SIAE primary	PRMT1 inh	Tn6 DDE FP	LEDGF integ inh	KLK7 zymogen act	Tn7 DDE FP	MBD2 DNA inh
C=CCNC(=O)c1onc(CSc2ccc(F)c(F)c2)c1C(=O)NCC=C	10	-5	0	-8	-1	-5	0	0.4	2	4
CCC(CC)N1CCN(CC2CC=CCC2)CC1 (centres undefined)	2	14	1	1	1	-2	1	-1.2	-7	0
CC(=O)Cn1c(N2CCC(Cc3ccccc3)CC2)nc2c1c(=O)[nH]c(=O)n2C	8	1	14	0	-1	-3	-4	-0.1	6	-4
CC[C@@H]1C/C=C\Cc2ccccc2[C@H](C(=O)C[C@H](O)CC(C)=O)OC1=O	3	-5	0	5	0	2	2	0.2	-11	-7
CSc1ccc(S(=O)(=O)NCCCn2ccnc2)cc1	1	7	-1	-2	-4	-7	1	0.0	-6	-3
CN(C)CC#CCC(O)(c1ccccc1)C1CCCCC1 (centres undefined)	6	-7	-1	5	-2	2	-2	-0.3	3	3
CCCCC[C@@H]1CCCCC[C@@H](O)C[C@@H](O)[C@H](O)/C=C/C(=O)O1	2	-5	-1	-2	-2	10	2	0.3	-7	-2
Nc1c(C(=O)NCc2ccco2)nnn1Cc1ccccc1	-1	3	2	-6	2	1	-6	-0.3	0	1
CCc1cccc(C)c1NC(=O)COC(=O)CC1CCCC1	3	-2	-3	-8	-5	12	2	0.4	1	1
CC1CCN(c2nc3ccc(C(=O)NCCCN4CCCCC4C)cc3s2)CC1 (centres undefined)	-7	-9	4	1	-1	0	4	0.1	4	10
COc1ccc(OC(C)C(=O)N2CCN(c3ccccn3)CC2)cc1 (centres undefined)	6	-13	4	-3	2	5	-1	0.4	3	2
CC(C)C[C@H]1CN=C(Nc2ccccc2)N1CCCCc1ccccc1	8	-8	10	4	-2	-1	-1	-0.5	1	-1
Cc1nc(-c2ccc(S(=O)(=O)N3CCN(C4c5ccccc5-c5ccccc54)CC3)s2)cs1	-6	9	0	-11	5	-1	0	0.5	0	1
C/C(=N\NC(=S)NC(C)C)c1ccccc1	-4	-4	-1	7	0	-1	-2	-0.5	2	0
Cc1cc(-c2ccc(Br)cc2)n[nH]1	-5	10	0	1	2	4	1	-0.4	6	-5

This is a random part of the collection; any-hit rate near 4.6%.
